From PubChem BioAssay
ST2 IL33 inh: IL1RL1 inhibition. inhibition, % for hits at 17 µM. 78,000 compounds, 2.3% hits. AlphaLISA ST2-Fc/biotin-IL-33 interaction, 1 h; in the data active = inhibition above about 30%; inconclusive = mostly about 10% to 28%
Target sequence (Q01638 whole entry, looked up): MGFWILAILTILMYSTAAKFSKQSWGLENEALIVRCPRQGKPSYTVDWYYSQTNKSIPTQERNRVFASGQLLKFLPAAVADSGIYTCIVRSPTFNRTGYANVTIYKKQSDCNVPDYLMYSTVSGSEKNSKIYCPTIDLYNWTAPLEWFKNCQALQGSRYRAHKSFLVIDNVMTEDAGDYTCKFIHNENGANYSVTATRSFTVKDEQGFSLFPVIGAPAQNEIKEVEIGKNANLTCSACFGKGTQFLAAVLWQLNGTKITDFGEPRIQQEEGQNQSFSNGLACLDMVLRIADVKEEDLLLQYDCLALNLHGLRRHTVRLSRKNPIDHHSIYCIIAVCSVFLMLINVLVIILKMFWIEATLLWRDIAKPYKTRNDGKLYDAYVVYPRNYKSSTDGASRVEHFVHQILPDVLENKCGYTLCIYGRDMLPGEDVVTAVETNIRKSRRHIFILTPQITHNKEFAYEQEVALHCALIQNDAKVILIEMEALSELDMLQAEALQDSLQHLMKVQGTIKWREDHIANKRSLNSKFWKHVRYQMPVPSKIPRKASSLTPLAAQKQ
An asterisk follows results filed as active; i = inactive; ? = inconclusive.

SMILES	ST2 IL33 inh
CC(=O)N1c2ccc(S(=O)(=O)N3CCOCC3)cc2CC1C(=O)NCCN1CCCC1 (stereo not given)	i
OC(CN1CCCCC1)CN1c2ccccc2Sc2ccccc21 (stereo not given)	i
Cc1c[nH]c(CNC(=O)CCC(=O)NC2CCCCCC2)c(C)c1=O	i
CCN(CC)CCNc1cc(C(F)(F)F)c(C#N)c2nc3ccccc3n12	?
Cc1cc(N(C)C)nc(N2CCN(S(=O)(=O)c3ccccc3F)CC2)n1	?
Cc1onc(-c2ccccc2Cl)c1C(=O)NCCn1c(C)cc2ccccc21	?
COc1ccccc1N1CCN(CC[C@H]2CN(C(=O)Nc3ccc(C(F)(F)F)cc3)CC[C@H]2CC(=O)O)CC1	i
COc1ccc(NC(=O)Cn2c(=O)[nH]c3ccsc3c2=O)cc1	i
CCOC(=O)CC1CCCCN1C(=O)c1cc(COc2ccc(OC)cc2Cl)on1 (stereo not given)	?
CC(C)N1C(=O)CO[C@H]2CN(C(=O)c3ccno3)C[C@H]21	i
O=C1CC(C(=O)N2CCn3nc(C(=O)NC4CC4)cc3C2)c2ccccc2N1 (stereo not given)	?
O=c1oc2ccccc2cc1-c1csc(Nc2ccccc2)n1	?
CN(C)C(=O)c1nn(Cc2ccccc2)c2c1CN(C(=O)CC1=CCCCC1)CC2	i
CNC(=O)[C@@H]1C[C@H](N)CN1C(=O)c1cc2ccc(OC)cc2n1C	?
Cc1cc2c(cc1-c1c(-c3ccccc3)ncn1Cc1cccnc1)OCO2	i
COc1ccc(C(=O)C2CCCN(c3nccc(N)n3)C2)cc1OC (stereo not given)	i
O=c1[nH]nc(C2CCCN(C/C=C/c3ccco3)C2)n1-c1ccccc1 (stereo not given)	i
CCOc1ccc(C2CC(c3cccc(Br)c3)n3ncnc3N2)cc1 (stereo not given)	?
CC(C)NC(=O)[C@@H]1C[C@@H](N)CN1Cc1cc2ccccc2[nH]1	?
CCOc1ncccc1-c1ncnc2scc(C)c12	?
CNc1ncccc1CN(Cc1ccccc1)Cc1nccs1	i
CCOC(=O)c1oc2ccccc2c1NC(=O)C1c2ccccc2Oc2ccccc21	i
O=C(CN1C(=O)C2CCCCN2C(=O)c2ccccc21)NC1CCCCCC1 (stereo not given)	?
COc1ccccc1-n1c(SCC(=O)N2CCCCC2)nc2c(c1=O)SCC2	i
COC(=O)[C@@H]1C[C@H](NC(=O)c2csc(CN(C)C)n2)CN1C	i

Overlap with the part before: three entries, followed by the next part.
SMILES	ST2 IL33 inh
O=C(CN1C(=O)C2CCCCN2C(=O)c2ccccc21)NC1CCCCCC1 (stereo not given)	?
COc1ccccc1-n1c(SCC(=O)N2CCCCC2)nc2c(c1=O)SCC2	i
COC(=O)[C@@H]1C[C@H](NC(=O)c2csc(CN(C)C)n2)CN1C	i
CCOC(=O)N1CCN(C(=O)CSCc2ccccc2C)CC1	i
O=C(CSc1nnc(CSc2nc3ccccc3s2)o1)NC1CCCCC1	i
COc1ccc(NC(c2ccccc2)c2ccncc2)cc1 (stereo not given)	i
O=C(Nc1ccccc1C(F)(F)F)c1cc2ccccc2o1	?
CN(CCC#N)C(=O)COc1ccc2c(c1)C(=O)CC(C)(C)O2	i
Cc1sc2c(c1C)C(=O)NC(c1ccccc1F)N2 (stereo not given)	?
NC(=O)c1c(NC(=O)c2cc3cc(Br)ccc3oc2=O)sc2c1CCCC2	i
Cc1ccc(C(=O)N(C)Cc2snnc2C)cc1NC(=O)C1CC1	i
COc1ccc(NC(=O)CSc2c3c(nc4cc(Cl)ccc24)CCCC3)cc1OC	i
Cc1ccc(-c2nnc(-c3nc(NCCCN4CCCC4=O)c4ccccc4n3)o2)cc1	?
O=C(NCc1ccco1)c1ccc2nc3sc4c(c3c(=O)n2c1)CCCC4	?
CCSC1=C(C#N)C(c2ccc(C(C)C)cc2)CC(=O)N1 (stereo not given)	i
c1cncc(-c2nnc([C@H]3CCNC3)o2)c1	i
Cc1cc(C)nc(SCC(=O)Nc2cc(C(F)(F)F)ccc2Cl)n1	i
CCC(C)N(Cc1ccsc1)C(=O)C1(COC)CC1 (stereo not given)	i
Cc1nc2c(c(NCc3cnc4c(c3)CCC4)n1)CNC2	i
CCC(C(=O)Nc1ccc([N+](=O)[O-])cc1Cl)c1ccccc1 (stereo not given)	?
CC1=C(C(=O)Nc2ccc(Br)cn2)C(c2ccc(C)cc2)C2=C(CCCC2=O)N1 (stereo not given)	i
Cc1ccc(NC(=O)Oc2ccccc2)c([N+](=O)[O-])c1	?
COCCCNC(=O)C1c2cc(OC)c(OC)cc2C(=O)N(C)C1c1ccc(OC)cc1 (stereo not given)	i
COc1ccc(CC2CN(Cc3noc(C4CCCC4)n3)CCO2)cc1 (stereo not given)	i
O=C(Nc1ccc(Br)cc1F)c1cccnc1	i
COc1cc([N+](=O)[O-])cc(CN2CCN(C/C=C/c3ccccc3)CC2)c1O	?
O=C(Cn1cnc2c(cnn2-c2ccccc2)c1=O)N1CCN(c2ccccc2)CC1	i
Cc1cc(C)c(S(=O)(=O)Nc2ccc3oc(C)c(C(=O)OC(C)C)c3c2)c(C)c1	i

The last four compounds of the part before are carried over, then new ones follow.
SMILES	ST2 IL33 inh
O=C(Nc1ccc(Br)cc1F)c1cccnc1	i
COc1cc([N+](=O)[O-])cc(CN2CCN(C/C=C/c3ccccc3)CC2)c1O	?
O=C(Cn1cnc2c(cnn2-c2ccccc2)c1=O)N1CCN(c2ccccc2)CC1	i
Cc1cc(C)c(S(=O)(=O)Nc2ccc3oc(C)c(C(=O)OC(C)C)c3c2)c(C)c1	i
Nc1cccc(NC(=O)c2cccc(S(=O)(=O)Nc3cccc(N)c3)c2)c1	i
Cc1ccc([C@@H]2Nc3ccc(C(=O)O)cc3[C@@H]3C=CC[C@@H]32)cc1	34.0%*
CCc1ccccc1NC(=O)c1ccc(-c2ccccc2)cc1	i
Cc1c(C(F)(F)F)nc(-c2ccc(CN3CCCC(CN)C3)cc2)[nH]c1=O (stereo not given)	i
Cc1onc(-c2ccccc2)c1C(=O)Nc1ccccc1F	i
FC(F)(F)c1cc(-c2ccco2)nc(-n2ccnc2)n1	?
CC1(C)CC(c2nccn2CCOc2ccccc2)CCO1 (stereo not given)	i
CCOC(=O)C1(Cc2ccccc2C(F)(F)F)CCN(C(=O)C(=O)c2ccccc2)CC1	?
Nc1cc(-c2ccc3c(c2)OC[C@@H](N2CCCC2)[C@@H]3O)c2cc[nH]c2n1	i
CCc1nc(CN(C)C(=O)c2ccc(-c3ccccc3Cl)o2)no1	i
COc1ccc(-c2noc([C@@H]3C[C@H](NC(=O)Nc4ccc(C)cc4)CN3C)n2)cc1	i
COc1ccc(Nc2cc(C)nc(Nc3ccc(NC(=O)c4ccc(C(C)(C)C)cc4)cc3)n2)cc1	?
O=C(c1c[nH]c2ccc(S(=O)(=O)Nc3ccccc3F)cc2c1=O)N1CCc2ccccc21	i
N[C@H](CCC(=O)NCS(=O)(=O)O)C(=O)O	85.0%*
Cc1nonc1CN(C)Cc1ccc(C(=O)Nc2c(C)nn(C)c2C)cc1	i
CN(C)c1ncc(CNC2CCCc3nc(-c4cccnc4)ncc32)s1 (stereo not given)	?
O=C(c1cccc(C(=O)N2CCCc3ccccc32)c1)N1CCCc2ccccc21	?
O=C(Nc1ccc([N+](=O)[O-])cc1)c1ccc(Br)cc1	i
OCC1(CC2CCCCO2)CCN(c2nnnn2-c2ccccc2)CC1 (stereo not given)	?
Cc1cc(C(=O)Nc2ccc(Br)c(C(F)(F)F)c2)ccc1[N+](=O)[O-]	i
Cc1cc(C)cc(N(C(=O)c2ccc(C)c(C)c2)C2C=CS(=O)(=O)C2)c1 (stereo not given)	i
COC(=O)c1nc2n(n1)C(c1ccc(Br)cc1)C1=C(CC(C)(C)CC1=O)N2 (stereo not given)	i
CCc1ccc(CNC(=O)c2cc3cc4ccc(OC)cc4nc3o2)cc1	i
CCCc1cnc(-c2cc(F)ccc2C)nc1	i
CCN1CCN(CC(=O)c2cc(C)n(-c3ccc(C)c(C)c3)c2C)CC1	i
SMILES	ST2 IL33 inh
CCOC(=O)CC1Sc2ccccc2NC1=O (stereo not given)	i
Cn1cc(CN2CC[C@H](c3nnc(-c4cccnc4)o3)C2)c2ccccc21	i
CCOC(=O)CSc1nnc(NCC(=O)OC)c(=O)[nH]1	i
CCN(CC)c1ccc(/C=C2\N=C(c3ccc(C)c([N+](=O)[O-])c3)OC2=O)cc1	?
NCC1Cc2cc(-c3nccc4occc34)cc(Cl)c2O1 (stereo not given)	?
COc1ccc(-c2cc(C(=O)NCC3(O)CCCNCC3)[nH]n2)cc1 (stereo not given)	?
Fc1ccc(F)c(C2c3[nH]c4ccccc4c3CCN2Cc2ccccn2)c1 (stereo not given)	i
Cc1ccc(S(=O)(=O)N2CCC(C(=O)Nc3cc(C(F)(F)F)ccc3Cl)CC2)cc1	i
CN1CCN(Cc2nc3c(c(=O)[nH]c(=O)n3C)n2Cc2c(F)cccc2Cl)CC1	i
C=CCn1c(SCC(=O)NCCCN2CCOCC2)nc2sc3c(c2c1=O)CCCC3	i
CCOc1ccc2[nH]c(=O)c(CN3C[C@H](O)[C@@H](N4CCOCC4)C3)cc2c1	?
CCCSC1=C(C#N)C(c2cc(Br)c(O)c(OC)c2)CC(=O)N1 (stereo not given)	?
O=C(CSC1=NS(=O)(=O)c2ccccc21)Nc1ccc(Br)cc1	?
Cc1cnccc1NCCNC(=O)c1cnn2c1CCCC2	i
O=C(c1noc2c1CCc1ccccc1-2)N1CCOCC1	i
CCCC(NC(=O)C(C)(C)NC(=O)c1cccs1)c1cccs1 (stereo not given)	i
O=C1Nc2ccccc2NC12CCN(Cc1cc3n(n1)CCNC3)CC2	i
CS(=O)(=O)c1ncc(CN2CCC[C@H]2C(N)=O)n1CCCc1ccccc1	i
COc1ccc(N2CCN(C(=O)CCCn3c(=O)[nH]c4ccsc4c3=O)CC2)cc1	i
CCCc1cc(C(=O)Nc2c(C)nn(Cc3c(Cl)cccc3Cl)c2C)no1	i
O=C(NCCc1nc2c(s1)CCCC2)c1cc(=O)c2ccccc2o1	?
O=C(Nc1c(F)cc(F)cc1Br)c1cc(-c2ccco2)on1	i
COc1ccc(-c2nnc3n2N=C(c2ccc(Br)s2)CS3)cc1	i
Nc1nc(-c2ccccc2)c(-c2ccc([N+](=O)[O-])cc2)s1	?
Cc1ccc(C2=NN(C(=O)c3ccncc3)C(c3ccccc3F)C2)cc1 (stereo not given)	?

Already shown: entries from further up.
SMILES	ST2 IL33 inh
COc1ccc(-c2nnc3n2N=C(c2ccc(Br)s2)CS3)cc1	i
Nc1nc(-c2ccccc2)c(-c2ccc([N+](=O)[O-])cc2)s1	?
Cc1ccc(C2=NN(C(=O)c3ccncc3)C(c3ccccc3F)C2)cc1 (stereo not given)	?

Remaining list, next part.
SMILES	ST2 IL33 inh
COc1ccc(N(C(=O)c2ccc(OC(C)C)cc2)C2C=CS(=O)(=O)C2)c(OC)c1 (stereo not given)	i
Cc1cccc(NC(c2cccc(O)c2)c2ccc3ccc(C)nc3c2O)n1 (stereo not given)	?
CC(C)N1CC(C(=O)Nc2nc3ccccc3s2)CC1=O (stereo not given)	i
Cc1c(CN2CCC3(CC2)C(=O)NCCN3C)[nH]c2c(C)cccc12	30.0%*
Cc1ccc(N2CCN(C(=O)c3cccc([N+](=O)[O-])c3C)CC2)cc1C	?
O=[N+]([O-])c1ccc(N2CCN(S(=O)(=O)Cc3ccccc3)CC2)cc1Sc1ccccn1	?
CC(=O)Nc1ccc(CN2CCCC(N3CCN(Cc4ccc5c(c4)OCO5)CC3)C2)cc1 (stereo not given)	i
CC(C)(C)c1cc(CCC(=O)O)cc(C(C)(C)C)c1O	i
C#CCOc1nc(OCC#C)nc(OCC#C)n1	i
CN1CCC(O)(Cn2cnc3ccc(F)cc3c2=O)CC1	?
CCOc1cc(Cl)c(CN2CCN(c3ccc(C)nn3)CC2)cc1OC	i
CC(=O)c1ccc(C2CC2)cc1	i
COc1ccc(C)cc1-n1cnnc1C1CC(=O)N(C)C1 (stereo not given)	i
O=C(NCc1ccco1)c1cc(-c2ccc3c(c2)OCO3)on1	i
Cn1nnnc1SCCNC(=O)CC1COCCN1 (stereo not given)	i
COc1ccc(NC(=O)CSc2nnc(N)s2)c([N+](=O)[O-])c1	i
CCC1CCC(NCc2cccc(OC)c2OC)CC1 (stereo not given)	i
O=C(CNS(=O)(=O)c1cccs1)Nc1cccc(F)c1	?
CC(O)CCc1ccc(O)cc1 (stereo not given)	i
CN(C)S(=O)(=O)N1CCc2[nH]nc(-c3cccc4ccccc34)c2C1	i
CC(=O)Oc1ccc2c(=O)c(Oc3ccc(Cl)cc3)coc2c1	i
Cc1ccc(OCC(=O)Nc2cccc(OCc3cc(=O)n4cc(Cl)ccc4n3)c2)cc1	i
Cc1nnnn1-c1ccc(Cc2n[nH]c(Cc3ccccc3)n2)cc1	?
Cc1cc(N2CCOCC2)nc2ccc(NC(=O)CCC(=O)N3CCCC3)cc12	i
O=C(Nc1nnc(-c2ccc(F)cc2)o1)c1ccc(S(=O)(=O)N2CCCCCC2)cc1	i
SMILES	ST2 IL33 inh
CCOc1ccc(CN(C(=O)c2cccc(-n3cnnc3)c2)C2CC2)cc1	i
O=C(NC1CCCC1)c1cc(=O)[nH]c2ccc(S(=O)(=O)N3CCCC3)cc12	i
CC1=C(C#N)c2nc(N)c(C#N)c(C)c2/C1=C\c1cccc([N+](=O)[O-])c1	i
CN(C)Cc1cc(CN(C)C)c(O)c(C(C)(C)C)n1	i
CCN(CC)C(=O)c1ccc(C(O)C(Cl)(Cl)Cl)o1 (stereo not given)	i
O=C(CCc1ccccc1)Nc1ccc(F)c(F)c1	i
C=CCc1ccccc1OCCOCCN1CCN(C)CC1	i

In the list so far, four have a COOH group:
SMILES	ST2 IL33 inh
COc1ccccc1N1CCN(CC[C@H]2CN(C(=O)Nc3ccc(C(F)(F)F)cc3)CC[C@H]2CC(=O)O)CC1	i
Cc1ccc([C@@H]2Nc3ccc(C(=O)O)cc3[C@@H]3C=CC[C@@H]32)cc1	34.0%*
N[C@H](CCC(=O)NCS(=O)(=O)O)C(=O)O	85.0%*
CC(C)(C)c1cc(CCC(=O)O)cc(C(C)(C)C)c1O	i

This is a subset; the hit share may differ from the screen's.
